Screens as filed in PubChem.
tim23-1 inh: tim23-1 yeast growth inhibition. S. cerevisiae tim23-1 growth, BacTiter-Glo luminescence, 24 h. inhibition, % at 20 µM. actives 1.3% (n = 330,000). AID 463212;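 active means growth inhibition of the mutant yeast at or above 50%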;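 further: temperature-sensitive mutant grown at 25 °C; plate controls were DMSO-treated mutant yeast for no effect and medium wells lacking yeast for full effect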
697 NFkB inh: lowers PMA/ionomycin-induced NF-kB signal in 697 B cells | 697 B-cell NF-kB luciferase reporter, 16 h | inhibition, % at 4 µM | actives 0.33% (n = 330,000) | AID 435022; in the data active means inhibition above about 35%
XBP1 UPR activ: adaptive UPR (XBP1) activation. activation, % at 20 µM. actives 0.33% (n = 330,000). CHO-XBP1 luciferase reporter, IRE1-XBP1 UPR activation, luminescence; percent of tunicamycin response, DMSO as zero;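 active means versus positive control, 20 µM dose yields 30% or more activation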;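 further: 100% = tunicamycin at 10 µg/mL and 0% = DMSO only wells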
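Material: CHO-XBP1 cells stably carrying IRE1-XBP1-driven luciferase reporter | Medium: F12 with 10% serum | Compound dosing: 20 µM single concentration, DMSO 1% | Incubation: Overnight seeding at 37 °C, 6 h compound treatment at 37 °C | Detection: Steady-Glo luminescence read | Read-out basis: % activation of reporter signal versus tunicamycin and DMSO controls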
TIM10 inh: growth inhibitors of TIM10 yeast strain; AID 463195; S. cerevisiae TIM10 strain growth, BacTiter-Glo luminescence, 24 h; inhibition, % at 10 µM; actives 1.4% (n = 330,000);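 active means inhibition of 40% or more at the single tested concentration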;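 further: wild-type TIM10 isogenic control strain grown at permissive 25 °C; 0% = DMSO yeast wells and 100% = minimal medium wells without yeast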
tim10-1 inh: inhibits growth of tim10-1 mutant yeast; S. cerevisiae tim10-1 ts strain growth, BacTiter-Glo, 24 h; inhibition, % at 20 µM; actives 2.2% (n = 330,000);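 active means inhibition of at least 40%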;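 further: mutant grown at 25 °C; 0% = DMSO wells with yeast and 100% = wells holding no yeast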
Mdm2-MdmX inh: disrupts the human Mdm2-MdmX interaction; O15151+Q00987; SaOS-2 split-luciferase Mdm2/MdmX complementation, luminescence; inhibition, % at 8 µM; actives 3% (n = 330,000); AID 485346;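 active means inhibition of at least 50% at 8 µM in the primary screen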
Target sequence (O15151 whole entry, looked up): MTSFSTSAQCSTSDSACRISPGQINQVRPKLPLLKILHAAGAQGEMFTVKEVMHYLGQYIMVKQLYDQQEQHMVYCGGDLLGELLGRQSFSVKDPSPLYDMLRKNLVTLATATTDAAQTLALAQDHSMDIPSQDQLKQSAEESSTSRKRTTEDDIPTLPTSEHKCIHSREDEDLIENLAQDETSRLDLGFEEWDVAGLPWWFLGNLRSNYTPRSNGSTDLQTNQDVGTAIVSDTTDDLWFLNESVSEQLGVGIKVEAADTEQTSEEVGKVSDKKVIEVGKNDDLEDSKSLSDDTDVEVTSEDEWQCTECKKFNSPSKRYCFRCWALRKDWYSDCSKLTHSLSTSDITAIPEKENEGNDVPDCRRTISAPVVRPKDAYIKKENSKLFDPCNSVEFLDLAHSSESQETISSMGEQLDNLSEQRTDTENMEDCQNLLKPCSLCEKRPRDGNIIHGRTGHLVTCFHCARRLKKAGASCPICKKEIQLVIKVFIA
Target sequence (Q00987 whole entry, looked up): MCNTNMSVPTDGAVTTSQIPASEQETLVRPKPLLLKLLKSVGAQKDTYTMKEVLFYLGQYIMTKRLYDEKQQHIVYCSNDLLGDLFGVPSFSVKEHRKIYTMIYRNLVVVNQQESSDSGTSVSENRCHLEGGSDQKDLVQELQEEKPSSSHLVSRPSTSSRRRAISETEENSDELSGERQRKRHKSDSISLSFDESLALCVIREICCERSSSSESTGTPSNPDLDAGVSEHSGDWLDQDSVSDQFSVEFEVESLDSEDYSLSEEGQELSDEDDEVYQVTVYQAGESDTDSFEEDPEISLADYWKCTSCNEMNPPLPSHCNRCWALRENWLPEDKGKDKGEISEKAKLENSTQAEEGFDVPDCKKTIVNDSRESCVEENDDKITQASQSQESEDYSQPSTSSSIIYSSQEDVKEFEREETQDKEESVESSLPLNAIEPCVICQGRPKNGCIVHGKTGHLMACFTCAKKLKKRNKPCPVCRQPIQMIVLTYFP
UPR CHOP act: apoptotic UPR (CHOP) activation | CHO-CHOP luciferase reporter, luminescence; percent of tunicamycin response over DMSO baseline | AID 449763 | activation, % at 10 µM | actives 0.34% (n = 330,000);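 active means at 10 µM dose, activation of 40% or more, normalized to positive control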;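 further: 100% = tunicamycin at 10 µg/mL and 0% = DMSO alone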
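System: CHO-CHOP luciferase reporter cell line | Buffer or medium: F12 medium containing 10% fetal bovine serum | Doses: One dose, 10 µM in 0.5% DMSO | Times: 6 h compound exposure at 37 °C after overnight seeding | Signal: Luciferase luminescence | Read-out: % activation vs tunicamycin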
Jurkat NFkB inh: lowers PMA/ionomycin-induced NF-kB signal in Jurkat cells. inhibition, % at 4 µM. PMA/ionomycin-induced NF-kB luciferase reporter, luminescence. actives 0.53% (n = 330,000). AID 435003; in the data active means inhibition above about 50%
An asterisk follows results filed as active.

SMILES	tim23-1 inh	697 NFkB inh	XBP1 UPR activ	TIM10 inh	tim10-1 inh	Mdm2-MdmX inh	UPR CHOP act	Jurkat NFkB inh
CC(OC(=O)CCN=C1NS(=O)(=O)c2ccccc21)C(=O)NC1CCCCC1C (stereo unspecified)	0.4	-1.5	-4.7	-7.9	-10.7	14.8	-1.3	9.4
COC(=O)CN1C(=S)N(c2ccc(OC)cc2)C(=O)/C1=C/c1ccc(OC)cc1	38.8	-12.4	-1.9	26.8	49.9*	12.7	-0.9	-0.5
CC(C)c1ccc(/C=C2\NC(=S)N(Cc3cccnc3)C2=O)cc1	4.9	-5.5	-2.9	13.8	7.9	4.6	2.6	14.4
Cc1ccnc(NC(=O)c2ccc(OCc3c(C)noc3C)cc2)c1	-7.4	-81.7	2.0	7.6	-3.4	-24.9	5.0	-65.4
O=C(Nc1ccc(Cc2ccncc2)cc1)C1CCC(N2C(=O)C3CC=CCC3C2=O)CC1 (stereo unspecified)	4.7	-32.1	-3.6	9.5	15.1	27.6	-2.1	3.6
O=C(NC(=S)Nc1ccccc1F)c1ccc(Br)o1	9.9	-61.6	3.9	9.7	12.8	-67.6	4.7	-26.2
Cc1ccc(C)c(NC(=S)/C(=C(\[O-])c2ccc(Cl)s2)[n+]2ccccc2)c1	22.0	-3.9	2.6	20.7	26.6	16.6	1.6	1.8
O=S(=O)(Nc1ccc2c(c1)OCO2)c1ccccc1	7.7	16.9	-0.7	-0.7	13.5	14.6	-0.8	15.8
Cc1ccc(CN(C)C(=O)c2ccccc2NC(=O)c2ccccc2)o1	7.7	13.3	-2.1	1.2	5.0	17.2	0.2	12.4
O=C(NCc1ccccc1)C1CCCN(S(=O)(=O)c2cccc3nonc23)C1 (stereo unspecified)	-3.2	0.5	-2.1	15.4	-2.0	10.6	0.1	-2.5
Cc1cccc(NC(=O)C(c2cccc([N+](=O)[O-])c2)N2CCCCC2)c1 (stereo unspecified)	25.3	-0.2	-0.7	29.5	23.2	44.2	3.0	8.9
CCCCN(CC)CCCNC(=O)Cn1nc(Cc2ccncc2)c2ccccc2c1=O	0.2	-5.0	1.8	4.1	-0.8	6.0	0.0	-12.9
CC(=O)c1nnn(-c2nc(N3CCCC3)nc(N(c3ccccc3)c3ccccc3)n2)c1C	10.6	-0.6	1.4	0.3	14.8	-5.3	0.1	4.4
Cc1ccc(-c2nc3ccccc3[nH]2)cc1N	21.9	-146.2	-4.9	12.3	-5.2	-72.2	-1.6	-89.6
CC1C(=O)CCCCCCCCCC2C1(N1CCOCC1)CS2(=O)=O (stereo unspecified)	23.4	-2.5	-1.9	19.8	25.8	23.7	0.4	-3.6
COc1cccc(NC(=O)Nc2nnc(Cc3ccccc3)s2)c1	13.3	-0.5	-3.1	8.0	13.1	43.6	-0.3	-6.4
COc1ccc(C(=O)NC(C)(C)C)cc1S(=O)(=O)N1CCCC1	10.3	14.3	3.1	2.7	5.7	2.1	-0.5	-7.2
CCC(C)Nc1nc2c(c(=O)n(C)c(=O)n2C)n1Cc1cccc(C)c1 (stereo unspecified)	9.7	6.0	-2.1	-9.6	10.4	24.7	-1.5	8.8
CCn1c(COc2cccc(C)c2C)nnc1SCC(=O)N1CCN(c2ccc(OC)cc2)CC1	16.6	-18.2	1.3	10.7	13.0	18.3	-0.5	18.8
O=[N+]([O-])c1ccccc1S(=O)(=O)Oc1ccc(C(=S)N2CCOCC2)cc1	26.3	-5.3	0.7	26.2	39.8	2.3	-1.0	3.0
CCC1(c2ccccc2)NC(=O)N(CC(=O)Nc2cccc(C#N)c2)C1=O (stereo unspecified)	8.5	-8.2	-2.4	-13.2	8.9	-0.8	-0.5	-6.2
CCC(=O)NC(=S)Nc1ccc(OC)cc1OC	14.2	-11.2	2.5	15.1	29.4	1.2	-0.3	-12.2
CCn1c(Oc2cccc(Br)c2)nc2c1c(=O)n(C)c(=O)n2C	18.2	-31.9	2.1	-12.2	-24.5	27.3	-1.6	7.2
O=[N+]([O-])c1ccc(N2CCN(c3ccccc3O)CC2)c(Cl)c1	19.1	-9.7	-0.6	23.1	34.3	-0.8	0.2	-30.1
CC(C)Cc1nnc(NC(=O)Cc2cccs2)s1	-0.8	-7.8	4.4	13.5	7.0	-12.0	-0.9	-8.0
O=S(=O)(Oc1ccccc1/C=N/n1cnnc1)c1ccccc1	18.5	-20.3	4.3	14.0	-0.5	-5.0	-0.5	-19.5
CC(C)CNS(=O)(=O)c1ccc(CCC(=O)NC2CCCC2)cc1	9.7	10.3	-0.5	11.3	-2.7	9.1	-2.0	7.8
COc1ccccc1CNC(=O)CSc1ccc(Br)cc1	0.2	-9.3	5.0	11.6	13.0	5.5	1.1	1.9
O=C(O)CCC1COc2ccccc2O1 (stereo unspecified)	20.5	24.3	-2.4	4.7	7.8	19.5	-2.0	2.3
COc1ccc(-c2nc3ccc(Cl)cn3c2NC2CCCCC2)cc1SC1CCCCC1	23.0	-39.9	6.1	12.0	16.5	43.1	-0.3	0.4
Cc1ccc(/C(N)=N/OC(=O)c2ccc3ccccc3c2)cc1	48.9	-111.2	-0.9	54.5*	54.1*	94.4*	1.8	-54.6
Cc1ccc(C(=O)N2N=C(c3ccccc3)CC2(O)C(F)(F)F)o1 (stereo unspecified)	9.6	6.0	0.8	14.1	5.2	-19.1	3.2	13.4
COc1ccc(C(=O)NNc2ccccc2)cc1	13.3	13.2	-1.0	-2.8	-16.4	-8.2	0.9	13.9
COc1ccc(-c2csc(N3CCC(C(N)=O)(N4CCCCC4)CC3)n2)cc1	31.0	7.7	-2.7	17.3	36.8	21.4	1.9	8.3
O=C(CSc1nnc(NC2CC2)s1)c1ccc[nH]1	9.2	-69.3	0.8	-2.3	-0.1	-49.5	2.0	-56.3
CN(c1ccccc1C(=O)NC1CCCCC1)S(=O)(=O)c1ccccc1	23.8	10.9	-5.4	-7.6	3.2	-6.8	-0.4	0.5
O=C1N/C(=N/N=C/c2ccccc2O)SC1Cc1ccc(F)cc1 (stereo unspecified)	19.6	-9.0	0.0	12.1	15.9	70.7*	-0.4	10.5
O=C(Nc1ccccc1)c1cccc(-c2nnc(-c3ccccc3)o2)c1	-11.6	3.3	-4.6	-2.6	-40.8	38.8	-5.6	-1.4
CCn1c2ccccc2c2cc(NC(=O)c3cc(OC)c(OC)c(OC)c3)ccc21	16.7	-140.3	12.1	-31.3	7.8	68.6*	1.2	57.5*
CC(=O)c1nn(-c2cccc(Br)c2)cc1C(=O)c1ccc(C)cc1	5.2	-22.8	-1.7	13.9	25.9	6.1	-0.9	-10.0
CN(C)CCNc1oc(COc2ccc(Cl)cc2Cl)nc1C#N	-27.3	14.4	-0.4	-9.6	-0.7	12.3	1.2	6.6
O=C(NCCS(=O)(=O)NCc1cccnc1)c1ccccc1	-1.7	20.7	4.1	-5.5	-15.1	24.6	0.6	18.8
CC(=O)OC1OCCOC1NC(=S)Nc1ccc(C)cc1 (stereo unspecified)	6.2	11.8	3.0	6.6	-3.3	13.5	0.3	14.1
Cc1cc(NC(=O)CSc2nnc(C)c(=O)n2N)no1	2.5	14.7	1.4	-4.8	8.9	-5.0	1.1	-5.5
COc1ccccc1S(=O)Cc1ccc(C(=O)NCc2ccccc2Cl)o1 (stereo unspecified)	6.6	2.8	-2.2	10.9	0.3	1.6	-0.4	6.7

2 entries picked at random from the list so far, as already listed:
SMILES	tim23-1 inh	697 NFkB inh	XBP1 UPR activ	TIM10 inh	tim10-1 inh	Mdm2-MdmX inh	UPR CHOP act	Jurkat NFkB inh
CN(C)CCNc1oc(COc2ccc(Cl)cc2Cl)nc1C#N	-27.3	14.4	-0.4	-9.6	-0.7	12.3	1.2	6.6
O=C1N/C(=N/N=C/c2ccccc2O)SC1Cc1ccc(F)cc1 (stereo unspecified)	19.6	-9.0	0.0	12.1	15.9	70.7*	-0.4	10.5

Next compounds
SMILES	tim23-1 inh	697 NFkB inh	XBP1 UPR activ	TIM10 inh	tim10-1 inh	Mdm2-MdmX inh	UPR CHOP act	Jurkat NFkB inh
CCC1(c2ccc(Cl)cc2)NC(=O)N(CC(=O)NC2CCCCCC2)C1=O (stereo unspecified)	3.4	14.0	-1.7	-6.3	-20.4	-12.0	2.2	16.4
COCCn1c(C)cc(C(=O)CSc2nc3nc(C)cc(C)n3n2)c1C	15.5	3.6	-2.6	-1.8	9.6	16.4	-1.5	-10.1
COC(=O)[C@]12C(=O)C(C)=C(O)[C@@]1(C)C(C)=CC1[C@@]34CC[C@@H](OC(C)=O)C(C)(C)C3C(C[C@]12C)OC4=O (stereo partly specified)	2.3	6.3	0.7	-0.2	1.6	4.9	0.6	-11.0
Cn1c(SCc2ccccn2)nnc1-c1ccncc1	1.9	11.7	0.5	-6.3	5.3	3.8	0.1	-0.2
CS(=O)(=O)CCC(C(=O)OCc1ccc(Cl)cc1)N1C(=O)c2ccccc2C1=O (stereo unspecified)	19.1	1.6	-2.3	7.3	16.0	-8.3	3.9	0.0
C=CCNC(=O)c1ccc(OC2CCN(S(=O)(=O)N(C)C)CC2)cc1	4.6	-56.1	-0.1	-3.1	-8.4	-63.1	2.9	-45.2
COc1ccccc1N1CCN(c2cc(=O)n(-c3ccc(Br)cc3)c(=O)[nH]2)CC1	-13.5	-0.4	-1.4	-10.0	6.5	14.3	-0.7	13.5
CC1(C)Cc2c(cnn2-c2ccc(F)cc2)C(NC(=O)CCN2CCCCC2=O)C1 (stereo unspecified)	-2.3	6.0	1.3	2.3	-2.4	18.9	0.7	-4.6
CC(=O)c1c(C)[nH]c(C(=O)OCC(=O)N2CCCC2=O)c1C	-2.2	11.5	0.4	-3.6	6.5	-19.0	2.6	8.9
O=C(CCCC1=NS(=O)(=O)c2ccccc2N1)N1CCN(c2ccc(Cl)cc2)CC1	6.9	-18.9	-1.2	1.1	14.0	-13.7	0.9	-2.3
COc1ccccc1-c1nc(C#N)c(NCc2ccc(F)cc2)o1	27.4	10.6	4.4	18.8	19.7	21.4	-1.8	0.3
NC/C(=N\O)c1ccc(Cl)cc1Cl	11.7	5.8	-4.9	7.6	15.6	17.4	-1.8	4.0
CCOc1ccc(NC(=O)CN2C(=O)C(C)SC(C)C2=O)cc1 (stereo unspecified)	3.3	-1.2	2.8	-11.3	9.9	19.8	0.0	-11.6
COC(=O)[C@@]12CCCCN1[C@H](c1ccc(-c3ccccc3)cc1)[C@H]1C(=O)N(C)C(=O)[C@H]12	23.5	-3.4	-0.4	25.9	25.8	41.7	1.3	11.1
COC(=O)CCNC(=O)Cc1ccc(S(=O)(=O)N2CCCCC2)s1	-1.3	-20.1	1.1	-5.3	-7.9	10.8	-0.2	12.3
N#Cc1c(N)nc2c(c1N)CC(=O)N2c1ccc(Cl)cc1	0.4	7.3	-0.1	-4.8	9.2	23.3	0.7	10.5

Grouped by structure, the compounds so far containing an aryl thioether with sulfur outside any ring.
SMILES	tim23-1 inh	697 NFkB inh	XBP1 UPR activ	TIM10 inh	tim10-1 inh	Mdm2-MdmX inh	UPR CHOP act	Jurkat NFkB inh
CCn1c(COc2cccc(C)c2C)nnc1SCC(=O)N1CCN(c2ccc(OC)cc2)CC1	16.6	-18.2	1.3	10.7	13.0	18.3	-0.5	18.8
COc1ccccc1CNC(=O)CSc1ccc(Br)cc1	0.2	-9.3	5.0	11.6	13.0	5.5	1.1	1.9
COc1ccc(-c2nc3ccc(Cl)cn3c2NC2CCCCC2)cc1SC1CCCCC1	23.0	-39.9	6.1	12.0	16.5	43.1	-0.3	0.4
O=C(CSc1nnc(NC2CC2)s1)c1ccc[nH]1	9.2	-69.3	0.8	-2.3	-0.1	-49.5	2.0	-56.3
Cc1cc(NC(=O)CSc2nnc(C)c(=O)n2N)no1	2.5	14.7	1.4	-4.8	8.9	-5.0	1.1	-5.5
COCCn1c(C)cc(C(=O)CSc2nc3nc(C)cc(C)n3n2)c1C	15.5	3.6	-2.6	-1.8	9.6	16.4	-1.5	-10.1
Cn1c(SCc2ccccn2)nnc1-c1ccncc1	1.9	11.7	0.5	-6.3	5.3	3.8	0.1	-0.2
